Assay outcomes deposited in PubChem BioAssay by several laboratories.
DAX1 inh-1 – NR0B1 (DAX1) inhibition | hit rate 0.99% among 340,000 | HEK293 Gal4-DAX1 luciferase reporter, luminescence | P51843 | inhibition, % at 6.75 µM | AID 504766;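 active = inhibition above the mean over all tested compounds plus 3 SD, cut at about 4.2% in these data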;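 note: 0% = DAX1-transfected cells with DMSO and 100% = empty-vector control cells with DMSO; inhibition shows as a rise in luminescence from relieved DAX1 repression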
hcDAF-12 act – H. contortus DAF-12 activation, primary screen | HEK293 hcDAF-12 lit1-tk-luc reporter, luminescence; 0% DMSO, 100% Δ7-dafachronic acid | activation, % at 6.8 µM | hit rate 1.4% among 370,000 | AID 652067;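 active = activation above the mean of all tested compounds plus 3 SD, cut at about 5.5% in these data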;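 note: 100% = response to 3 µM Δ7-dafachronic acid high control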
SMARCA2 act – SMARCA2 function activation, primary screen. MG213 cells, MMTV-luciferase reporter, dexamethasone, overnight. activation, % at 9.1 µM. hit rate 1% among 370,000. AID 652017; in the data active = activation above about 7.8%;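 note: 0% = vehicle wells and 100% = reference activator wells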
DAX1 inh-2 – blocks DAX1 repression of SF-1 activated StAR promoter. HEK293T StAR-luciferase reporter, SF-1/DAX-1 repression relief. hit rate 1.1% among 370,000. AID 652010. inhibition, % at 6.8 µM;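 active = inhibition above the mean over all tested compounds plus 3 SD, cut at about 3.6% in these data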;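 note: 0% = DAX-1 cells with DMSO and 100% = cells lacking DAX-1 with DMSO; higher inhibition means more luminescence from relief of DAX-1 repression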
PG9 Ab binder – small molecules binding HIV-1 gp120 antibody PG9; hit rate 0.43% among 360,000; inhibition, % at 6.7 µM; TR-FRET gp120-PG9 antibody binding; in the data active = inhibition above about 8.5%
PLCb3 inh – inhibitors of human phospholipase C beta3; Purified PLC-beta3, fluorogenic substrate, fluorescence; inhibition, % at 12.2 µM; hit rate 0.18% among 370,000; AID 720704; in the data active = inhibition above about 11%;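 note: 0% = median of compound wells on plate and 100% = full blocker control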
Target sequence (Q01970 whole entry, looked up): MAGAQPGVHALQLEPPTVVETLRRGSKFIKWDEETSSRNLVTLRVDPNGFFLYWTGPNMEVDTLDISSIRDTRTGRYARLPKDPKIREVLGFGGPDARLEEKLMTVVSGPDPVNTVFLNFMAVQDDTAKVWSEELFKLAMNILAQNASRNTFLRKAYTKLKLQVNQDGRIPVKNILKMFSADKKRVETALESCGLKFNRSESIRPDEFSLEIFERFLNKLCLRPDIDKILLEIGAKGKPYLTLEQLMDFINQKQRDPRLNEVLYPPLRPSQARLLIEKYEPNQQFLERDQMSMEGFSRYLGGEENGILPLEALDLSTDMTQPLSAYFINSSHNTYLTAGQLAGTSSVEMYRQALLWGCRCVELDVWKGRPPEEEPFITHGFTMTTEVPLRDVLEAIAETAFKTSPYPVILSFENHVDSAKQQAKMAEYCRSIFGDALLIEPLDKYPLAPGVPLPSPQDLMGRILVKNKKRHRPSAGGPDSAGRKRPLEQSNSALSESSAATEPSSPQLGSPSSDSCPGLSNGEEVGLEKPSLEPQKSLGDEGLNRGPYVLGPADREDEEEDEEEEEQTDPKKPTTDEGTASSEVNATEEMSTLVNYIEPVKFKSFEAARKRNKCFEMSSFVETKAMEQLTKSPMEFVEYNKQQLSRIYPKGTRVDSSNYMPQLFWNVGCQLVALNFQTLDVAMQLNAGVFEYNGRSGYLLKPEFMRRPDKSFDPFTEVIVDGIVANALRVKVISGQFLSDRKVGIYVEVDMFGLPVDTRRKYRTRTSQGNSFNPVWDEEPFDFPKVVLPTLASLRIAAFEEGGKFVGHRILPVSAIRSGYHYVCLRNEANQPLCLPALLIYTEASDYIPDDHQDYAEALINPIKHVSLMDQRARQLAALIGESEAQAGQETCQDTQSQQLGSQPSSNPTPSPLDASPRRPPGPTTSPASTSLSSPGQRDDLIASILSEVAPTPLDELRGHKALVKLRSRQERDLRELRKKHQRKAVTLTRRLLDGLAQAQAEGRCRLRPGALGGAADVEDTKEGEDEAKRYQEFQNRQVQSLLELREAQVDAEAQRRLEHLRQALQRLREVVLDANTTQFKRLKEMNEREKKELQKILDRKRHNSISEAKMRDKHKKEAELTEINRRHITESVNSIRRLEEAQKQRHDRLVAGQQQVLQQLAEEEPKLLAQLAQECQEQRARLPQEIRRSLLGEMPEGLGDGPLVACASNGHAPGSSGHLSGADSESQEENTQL
Rev-erbA mod – Rev-erb alpha (human) modulation; P20393; Rev-erbα–FITC-DNA binding, fluorescence polarization, 90 min; activity, % at 10 µM; hit rate 0.79% among 370,000;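 active = activity above about 14%, limit read from the data; passing the limit was not always enough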;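 note: 0% = DMSO wells with 35 nM protein and 100% = DMSO wells with 750 nM protein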
sPLA2-III inh – Inhibits HGIII-sPLA2 liposome hydrolysis, primary screen | hit rate 0.56% among 370,000 | inhibition, % at 12.2 µM | AID 743126 | Q9NZ20 | QFRET BODIPY PC-A2 liposome hydrolysis, fluorescence;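 active = inhibition above mean plus 3 SD of compounds lying within the high and low control bounds, cut at about 19% in these data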;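 note: 0% = median of test compound wells and 100% = no enzyme DMSO wells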
hgDAF-12 ag – hgDAF-12 agonism, primary luciferase screen. HEK293 GAL4-hgDAF12 UAS-luciferase reporter, agonist luminescence; normalized to butyrate control. activation, % at 6.8 µM. hit rate 1.8% among 370,000;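 active = activation above a cutoff set at the mean of all screened compounds plus 3 SD, cut at about 10% in these data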;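 note: 0% = DMSO wells and 100% = sodium butyrate wells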
GAA850 FXN act – increases GAA850 frataxin promoter reporter activity; activation, % at 6 µM; hit rate 0.56% among 360,000; HEK293 lucGAA850 FXN promoter luciferase reporter, 24 h; percent of 10 µM SAHA response;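 active = activation above the average of all compounds screened plus 3 SD, cutoff fixed separately per campaign, cut at about 7.5% in these data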;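 note: 0% = DMSO wells and 100% = 10 µM SAHA wells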
ssDAF12 agonist – activators of S. stercoralis DAF-12 nuclear receptor. HEK293 ssDAF-12/GRIP1 lit1-tk-luc reporter, luminescence; % of 3 µM dafachronic acid response. activation, % at 6.8 µM. hit rate 1% among 370,000;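 active = activation above the mean over all tested compounds plus 3 SD, cut at about 0.9% in these data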;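 note: 0% = DMSO-only wells and 100% = 3 µM delta7-dafachronic acid wells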
* = called active by the depositor; . = no result given.

SMILES	DAX1 inh-1	hcDAF-12 act	SMARCA2 act	DAX1 inh-2	PG9 Ab binder	PLCb3 inh	Rev-erbA mod	sPLA2-III inh	hgDAF-12 ag	GAA850 FXN act	ssDAF12 agonist
CCOC(=O)N1CCN(Cc2nc(N)nc(Nc3ccc(C)cc3)n2)CC1	-0.2	-0.7	-1.8	-0.6	-1.0	-1.4	-1.1	-2.2	-0.4	1.9	-1.7
Cc1cccc(NC(=O)CN2CCN(C(=O)c3oc4c(Cl)cccc4c3C)CC2)c1C	-0.6	0.7	-1.2	-0.4	0.9	-8.2	4.5	-19.0	-2.5	1.4	-1.2
Cc1ccc(C)c(S(=O)(=O)NCC(=O)N2CCCC2)c1	-1.1	1.6	3.7	0.8	-0.7	-2.4	-1.0	1.4	2.2	0.7	-0.9
Cn1c(=O)c2ccccc2n(C)c1=O	.	-1.6	-0.5	0.9	0.1	3.3	6.2	14.9	-1.9	.	-1.6
O=C(CCN1C(=O)c2ccc([N+](=O)[O-])cc2C1=O)Nc1ccccc1C(=O)O	-1.5	0.5	1.8	-0.2	-0.1	-7.1	2.1	2.5	-2.7	-0.7	-1.3
CN(C)C(=O)CSc1nnc(-c2cnccn2)n1C	2.2	-1.0	-3.2	-0.4	-1.7	0.4	0.2	2.5	0.4	-0.5	-0.6
O=C(/C=C/c1ccc(Cl)c([N+](=O)[O-])c1)Nc1ccc(NC(=O)c2ccco2)cc1	0.2	0.1	-3.4	-0.3	-0.7	1.3	-7.1	10.4	-0.8	4.3	-0.1
O=S(=O)(N[C@H](CO)c1ccccc1)c1ccc(Br)cc1F	-0.9	1.7	-4.9	0.2	0.0	5.8	0.1	-1.1	-2.4	-1.6	-1.4
Nc1nccc(N2CCCCC2)n1	-0.1	-1.8	-4.0	-1.3	1.1	3.3	3.7	-1.2	-2.4	0.5	-1.2
Brc1cc2ccccc2[n+](Cc2ccccc2)c1	-1.2	-1.3	3.0	-1.2	-1.0	-0.5	5.3	13.9	-2.7	2.0	-1.9
Cc1cccc(NC(=O)CN(C)S(=O)(=O)c2cccc3cccnc23)c1	-0.9	-0.6	0.0	0.1	0.2	1.0	1.1	-2.2	-3.3	3.0	-1.1
Fc1ccc(-c2cc(-c3cccs3)cc(-c3ccccc3)n2)cc1	0.5	-1.4	-4.2	0.0	-2.0	-3.0	6.0	-2.1	0.5	0.5	-0.5
CCN1C(=O)c2cccc3c(S(=O)(=O)N(C(=O)c4ccncc4)c4ccc(OC)cc4)ccc1c23	-0.9	-1.8	-3.8	-0.5	0.3	-27.1	-2.7	-6.5	-3.1	1.9	-1.4
COc1ccc(-n2ncc3c(=O)n(CC(=O)N4c5ccccc5CC4C)cnc32)cc1 (configuration not stated)	2.2	-1.8	-1.5	-0.7	-2.5	2.1	2.9	2.4	-1.6	1.7	-0.7
CCOC(=O)c1c(C)[nH]c(C(=O)COC(=O)c2cccnc2Cl)c1C	-0.3	-1.3	3.5	-2.1	-0.6	-2.5	-7.7	-7.0	0.3	1.3	-1.1
Cc1ccc(C)c(NC(=O)COC(=O)c2ccc3c(c2)OCO3)c1	-0.3	-0.3	1.1	-0.2	-2.6	1.8	6.2	-0.7	1.8	0.3	-1.9
CCOc1ccc(S(=O)(=O)N2CCCC(C(=O)NCc3cccnc3)C2)cc1C (configuration not stated)	-1.7	-2.3	-0.3	-0.2	0.9	-3.6	8.5	-0.8	-0.4	-0.1	-0.8
Cc1ccc(-n2c(O)cnc2Nc2nc(C)cc(C)n2)cc1	-0.2	-1.8	2.6	-0.7	-2.4	5.2	3.1	3.0	-2.9	-1.6	-1.0
CCN(C(=O)Cn1nnc(-c2ccccc2)n1)C1CCS(=O)(=O)C1 (configuration not stated)	0.9	0.0	-6.3	-1.8	0.7	-2.8	-1.0	13.4	-0.4	1.6	-0.4
COc1ccc(/C=C/C(=O)OCC(=O)NC2CCCCCC2)cc1	1.8	0.5	-2.5	-1.1	0.5	-6.6	1.9	-1.0	0.4	0.5	-1.2
N#Cc1ccsc1NC(=O)c1cccc([N+](=O)[O-])c1	-0.8	1.4	-2.0	-0.7	-2.1	-7.4	-2.5	-0.6	-0.1	0.8	-0.7
Cc1ccc(NC(=S)N(CCCN2CCOCC2)Cc2cccnc2)cc1C	2.1	-0.6	-1.2	0.7	-1.1	-7.4	-0.5	-1.1	1.6	-0.5	-1.3
O=C(NCCc1ccc2c(c1)OCCO2)c1cc(S(=O)(=O)N2CCCC2)ccc1Br	-1.0	-0.7	-2.7	-1.6	-0.4	-1.5	-1.4	-7.2	-3.2	1.0	-1.1
COc1cc(C(=O)C(=O)N2CCN(c3ccccc3)CC2)cc(OC)c1OC	.	-2.0	-1.3	-2.9	-0.6	-0.3	3.8	-0.6	-0.6	.	-0.5
Cc1cc(C)nc(N/N=C/c2ccc([N+](=O)[O-])o2)n1	-0.4	0.2	2.8	-0.9	-5.5	-4.5	-1.6	-2.2	-3.7	-2.0	-1.4

Sorted by the number under sPLA2-III inh (largest number first): some entries from above
structure,DAX1 inh-1,hcDAF-12 act,SMARCA2 act,DAX1 inh-2,PG9 Ab binder,PLCb3 inh,Rev-erbA mod,sPLA2-III inh,ssDAF12 agonist
Cn1c(=O)c2ccccc2n(C)c1=O,.,-1.6,-0.5,0.9,0.1,3.3,6.2,14.9,-1.6
CN(C)C(=O)CSc1nnc(-c2cnccn2)n1C,2.2,-1.0,-3.2,-0.4,-1.7,0.4,0.2,2.5,-0.6
N#Cc1ccsc1NC(=O)c1cccc([N+](=O)[O-])c1,-0.8,1.4,-2.0,-0.7,-2.1,-7.4,-2.5,-0.6,-0.7
O=S(=O)(N[C@H](CO)c1ccccc1)c1ccc(Br)cc1F,-0.9,1.7,-4.9,0.2,0.0,5.8,0.1,-1.1,-1.4
CCOC(=O)N1CCN(Cc2nc(N)nc(Nc3ccc(C)cc3)n2)CC1,-0.2,-0.7,-1.8,-0.6,-1.0,-1.4,-1.1,-2.2,-1.7

Going on with the list.
SMILES	DAX1 inh-1	hcDAF-12 act	SMARCA2 act	DAX1 inh-2	PG9 Ab binder	PLCb3 inh	Rev-erbA mod	sPLA2-III inh	hgDAF-12 ag	GAA850 FXN act	ssDAF12 agonist
O=c1cc(CSc2nnc(COc3ccc(Cl)cc3)o2)c2ccccc2[nH]1	0.7	0.0	-2.5	0.3	-1.3	-1.8	.	1.8	-1.5	0.9	-0.9
O=C(O)/C=C/c1ccc2ccccc2n1	0.2	0.0	-0.6	-0.4	0.5	2.4	6.8	0.4	-0.4	0.9	-1.5
Nc1cccc(C(=O)Nc2cccc3ncccc23)c1	0.2	-2.5	-2.1	0.8	1.1	-2.8	3.3	0.1	-0.3	1.8	-0.6
CS(=O)(=O)Nc1ccccc1C(=O)NCCSc1ccc(Cl)cc1	-0.9	-1.6	-0.5	-0.1	-1.6	-40.1	-1.8	-10.5	-0.2	0.6	-1.2
Cc1sccc1/C=N/NC(=O)c1cccc2ccccc12	1.0	0.6	3.6	0.3	1.2	-1.7	1.7	-1.2	5.3	3.1	-1.2
Cc1ccc(NC(=S)NNC(=O)c2c([N+](=O)[O-])c(C)nn2C)cc1	0.9	1.6	-3.0	-0.8	-4.6	0.7	-0.5	8.4	1.4	-2.3	-0.1
Nn1cnnc1SC1CCCCC1NS(=O)(=O)c1ccccc1 (configuration not stated)	-0.1	0.6	1.1	-0.6	-0.3	-1.5	-1.5	0.4	1.8	1.5	-1.0
Cc1c(=O)n(OCc2ccc(Cl)cc2)c2ccccc2[n+]1[O-]	-0.2	2.1	-0.9	-0.1	-4.6	-15.0	-0.5	-35.4	2.7	1.1	-0.6
COc1ccccc1-c1cccc([C@@H]2C[C@H]3[C@H](CON3C)CN2C(=O)C(C)(C)C)c1	0.6	-0.4	-3.8	0.1	1.0	3.1	3.5	7.7	0.9	0.5	-0.5
O=C(COC(=O)C1CCN(S(=O)(=O)c2cc([N+](=O)[O-])ccc2Cl)CC1)Nc1ncc(Cl)cc1Cl	-0.2	2.3	-1.6	0.0	0.7	-3.7	-8.3	-7.3	-1.7	-1.8	-0.1
Brc1ccc(OCc2nnc(SCC3CCCCC3)o2)cc1	-1.8	1.8	-0.1	0.5	0.4	-4.4	-2.7	-6.5	2.7	1.4	-0.9
COc1ccccc1CNC(=O)c1ccccc1NC(=O)C1=C(C)OCCS1	-0.7	-3.4	8.1*	-0.7	-1.6	-2.3	-5.8	-0.5	-2.8	-1.7	-1.4
CCCN1C2=NCCN2c2cc(C)c(C)cc21	-0.6	-1.7	1.5	-0.2	-1.5	1.1	-4.8	-5.8	-0.5	-1.3	-1.1
CCCCn1c(N)c(N(CCC(C)C)C(=O)COC(=O)c2ccc3ccccc3c2)c(=O)[nH]c1=O	0.5	-0.5	-5.1	-0.3	0.1	0.7	-0.8	-4.6	-1.5	0.9	-1.2
Cc1ccc(S(=O)(=O)N2CC(O)CC2C(=O)O)cc1 (configuration not stated)	1.0	2.2	-1.1	0.4	0.1	0.2	-0.8	3.1	0.2	0.2	-0.5
Cc1ccc(OCCCC(=O)N(C)CC(=O)Nc2ccccc2Cl)cc1	-0.8	-0.9	0.7	-1.1	0.5	-0.8	-1.1	2.1	1.6	0.4	-0.8
Cn1c(-c2ccccc2)cc(=O)cc1-c1ccccc1	0.4	1.4	-0.6	0.8	1.5	3.8	0.3	3.0	0.6	3.6	-1.1
O=C(CCl)NCCCCCCCCCNC(=O)CCl	-0.7	-1.6	8.8*	-2.5	-0.2	3.6	2.9	-2.0	-4.5	1.9	-1.0
CCCCn1c(=O)[nH]c(=O)c2c1nc(-c1ccc(-c3ccccc3Br)o1)n2CC	1.2	-1.3	0.5	-0.1	-1.7	-8.7	15.9	0.2	-0.7	-0.4	-0.8
COc1ccc(CCC(=O)NNC(=O)Nc2cccc(Cl)c2)cc1	-0.9	-0.2	-2.3	-1.4	1.1	-6.2	-2.1	-10.3	2.2	2.1	-0.4
O=C1CCC[C@H]2C[C@H](NCCc3ccncc3)CC[C@]23CCCN13	.	-0.7	.	.	.	-5.2	-6.8	4.3	-2.9	.	-1.9
O=C(Nc1cc(=O)c2ccccc2o1)N1CCOCC1	-0.9	-0.6	-0.8	0.0	-3.4	-0.3	0.4	1.6	-2.2	-4.6	-1.4
CCOC(=O)C1CCCN(S(=O)(=O)c2ccc(OC)c3ccccc23)C1 (configuration not stated)	-0.3	-1.8	0.5	-1.5	-2.4	0.8	-0.7	-15.9	-0.8	-0.3	-1.4
Cc1nc(NCc2ccco2)c2c3c(sc2n1)CCC3	0.1	-2.8	1.7	0.0	1.3	-3.0	-9.2	3.6	-5.4	4.6	-1.6

2 entries from above, set out differently:
canonical_smiles | DAX1 inh-1 | hcDAF-12 act | SMARCA2 act | DAX1 inh-2 | PG9 Ab binder | PLCb3 inh | Rev-erbA mod | sPLA2-III inh | hgDAF-12 ag | GAA850 FXN act | ssDAF12 agonist
Cn1c(-c2ccccc2)cc(=O)cc1-c1ccccc1 | 0.4 | 1.4 | -0.6 | 0.8 | 1.5 | 3.8 | 0.3 | 3.0 | 0.6 | 3.6 | -1.1
O=C(COC(=O)C1CCN(S(=O)(=O)c2cc([N+](=O)[O-])ccc2Cl)CC1)Nc1ncc(Cl)cc1Cl | -0.2 | 2.3 | -1.6 | 0.0 | 0.7 | -3.7 | -8.3 | -7.3 | -1.7 | -1.8 | -0.1
